KCNK9 inh: KCNK9 potassium channel inhibitors, primary screen, HEK293 cells, thallium flux; B-score at 10 µM; AID 488922, 2010; FluxOR thallium flux fluorescence; stronger effect = lower value; 310,000 tested, 1.2% active;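 active means ratio B-score over 3 SD below the library mean, with starting fluorescence within 5 SD of its mean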;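 further: negative B-score means less thallium flux so channel inhibition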
SKKanGAS inh: S. pyogenes SKKanGAS growth inhibitors in kanamycin, primary screen, streptokinase expression inhibitor project, SKKanGAS strain, BacTiter-Glo luminescence; 6 h; inhibition, % at 7.5 µM; 300,000 tested, 1.3% active; AID 1662, 2009;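 active means mean replicate score, as percent of positive control median, at least 50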;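 further: strain carries kanamycin resistance gene driven by streptokinase promoter and grows in 40 µg/ml kanamycin; loss of luminescence reflects streptokinase promoter inhibition or plain growth inhibition; 0% = median of DMSO wells and 100% = positive control at its reference dose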
KCNQ1 block: inhibitors of human KCNQ1 channel, primary screen, cell-based, thallium flux, high-throughput. B-score at 10 µM. AID 2642, 2010. Potassium voltage-gated channel subfamily KQT member 1 (Homo sapiens), P51787. 310,000 tested, 1.3% active. CHO-K1 KCNQ1, FluxOR thallium flux fluorescence; stronger effect = higher value;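 active means compounds whose thallium flux B-score, printed positive for inhibition, exceeds three library SD while starting fluorescence stays within three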;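 further: channel opened by potassium depolarization with thallium stimulus after 20 min compound exposure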
Target sequence (P51787 whole entry, looked up): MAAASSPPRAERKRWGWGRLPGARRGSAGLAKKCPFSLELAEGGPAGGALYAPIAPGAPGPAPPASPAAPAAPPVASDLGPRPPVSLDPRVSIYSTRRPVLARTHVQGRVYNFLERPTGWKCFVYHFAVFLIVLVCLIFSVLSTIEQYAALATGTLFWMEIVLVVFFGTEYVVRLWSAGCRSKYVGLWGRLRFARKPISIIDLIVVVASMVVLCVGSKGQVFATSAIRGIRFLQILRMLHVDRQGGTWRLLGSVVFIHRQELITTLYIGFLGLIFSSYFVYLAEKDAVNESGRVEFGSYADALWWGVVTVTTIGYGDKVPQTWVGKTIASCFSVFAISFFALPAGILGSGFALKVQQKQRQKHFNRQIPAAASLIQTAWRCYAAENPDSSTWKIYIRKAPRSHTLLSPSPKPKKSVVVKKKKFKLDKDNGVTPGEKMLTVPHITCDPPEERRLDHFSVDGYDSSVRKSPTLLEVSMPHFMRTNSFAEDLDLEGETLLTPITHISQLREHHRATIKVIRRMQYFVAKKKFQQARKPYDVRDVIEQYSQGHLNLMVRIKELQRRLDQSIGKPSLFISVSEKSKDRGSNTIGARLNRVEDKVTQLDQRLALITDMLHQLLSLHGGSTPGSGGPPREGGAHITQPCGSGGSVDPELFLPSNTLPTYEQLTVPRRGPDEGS
TMEM16A inh: TMEM16A chloride channel inhibitors, primary screen, cell-based, HTS; Anoctamin-1 (Mus musculus), Q8BHY3; HEK293 TMEM16A/YFP iodide influx fluorescence, ionomycin; normalized B-score (activity score, 25-100; higher = stronger inhibition) at 10 µM; 310,000 tested, 1.2% active; AID 588511, 2011;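 active means ratio plate-corrected score three or more library SD toward inhibition, starting fluorescence score within five deviations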;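 further: score derived from kinetic fluorescence span divided by baseline fluorescence per well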
ANO1 activ: TMEM16A chloride channel activators or potentiators, primary screen, cell-based, HTS. Anoctamin-1 (Mus musculus), Q8BHY3. HEK293 TMEM16A/YFP-H148Q/I152L, iodide quench fluorescence; stronger effect = lower value. B-score at 10 µM. 340,000 tested, 0.3% active. AID 623877, 2012;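 active means fluorescence-ratio B-score plate-corrected deviation score at least 3 library SD below zero, with starting fluorescence score within 5 deviations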;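 further: channel opened by trigger with iodide after compound preincubation; score built on the fluorescence ratio of max minus min over baseline; more negative score means more quench and so TMEM16A activation or potentiation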
RGS4 block: RGS4 inhibitors, primary screen, cell-based, HEK293 M3R inducible RGS4, calcium flux; 310,000 tested, 0.45% active; Fluo-4 calcium flux; stronger effect = higher value; triggered by carbachol at its EC20; B-score at 10 µM; Regulator of G-protein signaling 4 (Homo sapiens), P49798;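 active means B-score, a plate-corrected calcium signal, over three deviations above library mean, with baseline fluorescence within five deviations of library mean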;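 further: RGS4 expression induced by doxycycline in cells with stable M3 receptor; B-score is computed from the integrated fluorescence ratio over baseline after carbachol; higher B-score means a larger calcium signal and so more RGS4 inhibition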
RGS4 act: RGS4 potentiators or activators, primary screen, cell-based, HEK293 M3R inducible RGS4, calcium flux. carbachol calcium flux Fluo4; stronger effect = lower value. B-score at 10 µM. 310,000 tested, 0.92% active. AID 463111, 2010;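 active means B-score of the integrated calcium signal more than 4 SD below the library mean, with starting fluorescence not abnormally high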;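 further: negative B-score means reduced calcium response which marks RGS4 activation or potentiation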
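test system = HEK293 cells with stable M3R and inducible RGS4 | schedule = recording 10 s baseline at 1 Hz, 100 s post-agonist | technique = Fluo4-AM (2 µM) calcium-flux fluorescence, kinetic read | measure = Agonist-evoked peak-minus-minimum fluorescence over baseline, integrated ratio, B score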
KCNK3 inh: human KCNK3 channel inhibitors, primary screen, CHO cells, FluxOR thallium flux, B-score | 340,000 tested, 0.84% active | AID 602410, 2012 | FluxOR fluorescence; stronger effect = lower value | B-score at 10 µM | Potassium channel subfamily K member 3 (Homo sapiens), O14649;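 active means B-score under library mean minus 4 SD, starting fluorescence ratio at most library mean plus 5 SD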;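 further: more negative B-score means stronger inhibition of thallium flux through KCNK3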
Target sequence (O14649 whole entry, looked up): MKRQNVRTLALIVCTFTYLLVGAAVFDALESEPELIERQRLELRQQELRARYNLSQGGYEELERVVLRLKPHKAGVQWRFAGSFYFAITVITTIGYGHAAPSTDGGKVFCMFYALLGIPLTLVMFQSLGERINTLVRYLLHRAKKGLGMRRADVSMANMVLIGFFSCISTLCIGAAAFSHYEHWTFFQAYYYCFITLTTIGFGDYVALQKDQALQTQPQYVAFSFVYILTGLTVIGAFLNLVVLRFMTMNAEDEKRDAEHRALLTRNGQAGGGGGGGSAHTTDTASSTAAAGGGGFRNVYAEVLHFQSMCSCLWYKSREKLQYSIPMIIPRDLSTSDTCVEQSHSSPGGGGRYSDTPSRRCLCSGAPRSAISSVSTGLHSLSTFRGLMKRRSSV
HDAC3 inh: HDAC3 deacetylase inhibitors, primary screen, biochemical, fluorescence, cell-free homogeneous. recombinant HDAC3, fluorogenic peptide/trypsin coupled. 320,000 tested, 0.15% active. inhibition, % at 8.3 µM; in the data active means inhibition above about 26%, passing the limit was not always enough
KCNQ1 act: potentiators or activators of KCNQ1 channel, primary screen, cell-based, thallium flux, high-throughput; Potassium voltage-gated channel subfamily KQT member 1 (Homo sapiens), P51787; CHO-K1 KCNQ1, thallium flux FluxOR fluorescence; stronger effect = higher value; B-score at 10 µM; 310,000 tested, 0.35% active; AID 2648, 2010;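 active means fluorescence ratio B-score, a plate-corrected score, at least three library SD, with initial intensity B-score within 5 SD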
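Assay system: stable KCNQ1 CHO-K1 line; medium: assay buffer, equal DMSO in all wells; timing: 90 min dye loading and 20 min compound exposure, both at room temperature; technique: kinetic FluxOR thallium fluorescence, 10-s 1-Hz baseline, 110-s post-stimulus read; read-out basis: B score of baseline-normalized fluorescence ratio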
hERG protect: hERG rescue from dofetilide block, primary screen, cell-based, CHO-hERG, FluxOR thallium flux, dofetilide IC70 | dofetilide IC70 present | activation (rescue from dofetilide block), less the hit threshold, % at 10 µM | 310,000 tested, 0.51% active | AID 1511, 2009;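 active means activation above the mean of controls blocked by dofetilide plus 5 SD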;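 further: thallium influx through hERG after potassium depolarization seen as dye fluorescence rise; in these data hits start at about 4.7%; inactives centre near -7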
* marks the source's active call; other numbers are inactive results; i = inactive; . = not tested or not shown.

The line under a structure holds: KCNK9 inh, SKKanGAS inh, KCNQ1 block, TMEM16A inh, ANO1 activ, RGS4 block, RGS4 act, KCNK3 inh, HDAC3 inh, KCNQ1 act, hERG protect
> O=C(COC(=O)C1CCN(S(=O)(=O)c2cccs2)CC1)c1ccc2c(c1)OCCO2
  i, 1, i, i, i, i, i, i, 4, i, -6
> Clc1cccc(Cl)c1Cn1cc(Br)cn1
  i, 2, i, i, i, i, i, i, 6, i, -4
> S=c1[nH]nc(COc2ccccc2)n1/N=C/c1ccc(Br)s1
  i, 25, i, i, i, i, i, i, 1, i, -13
> COc1ccc(S(=O)(=O)N(CC(=O)NC2CC2)Cc2ccccc2)cc1
  i, 1, i, i, i, i, i, i, -2, i, -7
> CCCC(=O)C1=C(O)C(C(=O)OC)C(C)(C)CC1=NCCCCCC(=O)O (stereo not given)
  i, -3, i, i, i, i, i, i, 1, i, -13
> CCCC(=O)NNC(=O)c1c(O)c2ccccc2[nH]c1=O
  i, -3, i, i, i, i, i, i, 4, i, -2
> CC(Oc1ccccc1F)C(=O)NC1CCS(=O)(=O)C1 (stereo not given)
  i, 2, i, i, i, i, i, i, -5, i, 3
> O=C(NC1CC1)C1=C[C@@H](c2ccc(C(F)(F)F)cc2)C[C@@H](OCCCCO)O1
  i, 8, i, i, i, i, i, i, 5, i, -7
> COc1ccc(CCNc2nc(-c3cccnc3)cs2)cc1OC
  i, -10, i, i, i, i, i, i, -1, i, -10
> O=C(NCCN1CCCCCC1)C1CCC(CNS(=O)(=O)c2cccc3cccnc23)CC1 (stereo not given)
  i, 0, i, i, i, i, i, i, 1, i, -3
> N#Cc1ccc(C(=O)CSc2n[nH]c(=O)n2Cc2ccco2)cc1
  i, 7, i, i, i, i, i, i, -2, i, -7
> O=C(NCc1ccccc1)C(c1ccc(F)cc1)N(Cc1ccco1)C(=O)c1ccccn1 (stereo not given)
  i, 5, i, i, i, i, i, i, -3, i, -11
> CC(C)NC(=O)COc1ccc(Cl)cc1Cl
  i, -7, i, i, i, i, i, i, -2, i, 0
> Cc1ccc(OCCSc2cc(C)nc(N)n2)cc1
  i, 0, i, i, i, i, i, i, 10, i, -8
> CCN(CC)c1ccc(/C=N/Nc2nc(C)cc(C)n2)cc1
  i, 1, i, i, i, i, i, i, 0, i, -10
> COc1ccc(NC(=O)CN2C(=O)CSC(C)C2=O)cc1 (stereo not given)
  i, 2, i, i, i, i, i, i, -2, i, -10
> COC(=O)CCC(=O)N1CCCC(CO)(Cc2ccccc2)C1 (stereo not given)
  i, -2, i, i, i, i, i, i, -2, i, -3
> COc1ccccc1NC(=O)NNC(=O)COc1ccc2ccccc2c1
  i, -3, i, i, i, i, i, i, ., i, -8
> CCCN1C(=O)/C(=C\C=C2/Sc3ccccc3N2CC)SC1=S
  i, 7, i, ., ., i, i, ., ., i, -11
> Clc1ccc(-c2ccn[nH]2)cc1
  i, 1, i, i, i, i, i, i, 3, i, -10
> O=C(c1cc2cc(Cl)ccc2[nH]1)N1CCN(Cc2ccc3c(c2)OCO3)CC1
  i, 25, i, i, i, i, i, i, 13, i, -8
> COC(=O)Nc1ccc(S(=O)(=O)N2CCN(C)CC2)cc1
  i, 5, i, i, i, i, i, i, -11, i, -4
> CNC(=S)NNC(=O)c1ccc(=O)n(Cc2cccc(C(F)(F)F)c2)c1
  i, 4, i, i, i, i, i, i, 1, i, -5
> O=C1NC2(CCCCC2)CO1
  i, 1, i, i, i, i, i, i, 2, i, -6
> CN(C(=O)COC(=O)COc1ccccc1Cc1ccccc1)c1ccccc1
  i, 7, i, i, i, i, i, i, 13, i, -16
> Nc1c(C(=O)O)cnn1-c1ccccc1
  i, -18, i, i, i, i, i, i, -7, i, -8
> Cc1cc(Br)ccc1OCCCCNC(C)(C)C
  i, 3, i, i, i, i, i, i, 2, i, -13
> O=C(COC(=O)C1(c2ccc(F)cc2)CCCC1)N1CCc2ccccc21
  i, 1, i, i, i, i, i, i, 0, i, -4
> CCCSc1nc(N)c2c3c(sc2n1)CN(C)CC3
  i, 3, i, i, i, i, i, i, -18, i, -6
> O=C1c2ccccc2N2C(=O)c3ccccc3C2N1Cc1ccccc1 (stereo not given)
  i, 3, i, i, i, i, i, i, 0, i, -16

One compound at a time, as listed above.
COC(=O)CCC(=O)N1CCCC(CO)(Cc2ccccc2)C1 (stereo not given) in the list: KCNK9 inh: i; SKKanGAS inh: -2; KCNQ1 block: i; TMEM16A inh: i; ANO1 activ: i; RGS4 block: i; RGS4 act: i; KCNK3 inh: i; HDAC3 inh: -2; KCNQ1 act: i; hERG protect: -3
O=C(NC1CC1)C1=C[C@@H](c2ccc(C(F)(F)F)cc2)C[C@@H](OCCCCO)O1 in the list: KCNK9 inh: i; SKKanGAS inh: 8; KCNQ1 block: i; TMEM16A inh: i; ANO1 activ: i; RGS4 block: i; RGS4 act: i; KCNK3 inh: i; HDAC3 inh: 5; KCNQ1 act: i; hERG protect: -7

Continued:
The line under a structure holds: KCNK9 inh, SKKanGAS inh, KCNQ1 block, TMEM16A inh, ANO1 activ, RGS4 block, RGS4 act, KCNK3 inh, HDAC3 inh, KCNQ1 act, hERG protect
> Cc1cccc2c(=O)c(C(=O)N3CCCCCC3)c[nH]c12
  i, -24, i, i, i, i, i, i, -3, i, -12
> O=C(c1cnn(-c2nc3ccccc3s2)c1)c1ccccc1O
  i, 3, i, i, i, i, i, i, -3, i, -7
> COc1ccccc1N1CCN(C(=O)CSc2nnc(-c3ccoc3C)o2)CC1
  i, -1, i, i, i, i, i, i, 4, i, -12
> CC(OC(=O)Cc1coc2cc3c(cc12)CCC3)C(=O)NC(N)=O (stereo not given)
  i, 4, i, i, i, i, i, i, -3, i, -15
> CCOC(=O)c1c(-c2ccc(Cl)cc2)csc1NC(=O)CNCc1ccco1
  i, 24, i, i, i, i, i, i, 13, i, -13
> N#Cc1ccccc1NC(=O)CN1CCOCC1
  i, -6, i, i, i, i, i, i, 1, i, -1
> CCOC(=O)C(C)S(=O)(=O)c1ccc(C(F)(F)F)cn1 (stereo not given)
  i, 3, i, i, i, i, i, i, -2, i, -8
> CC(C)=CCc1c(O)cc2oc3c(CC=C(C)C)c(O)c(O)c(CC=C(C)C)c3c(=O)c2c1O
  -13*, 101*, 16*, 100*, i, i, i, -9.2*, -5, i, -34
> Cc1cc(S(=O)(=O)N2CCCC(N3CCOCC3)C2)c(C)cc1Cl (stereo not given)
  i, 10, i, i, i, i, i, i, -1, i, -4
> COc1cc2c(cc1NC(=O)c1ccco1)CCCC2
  i, -7, i, i, i, i, i, i, 3, i, -8
> O=C(CN1C(=O)NC2(CCCCC2)C1=O)NCC(=O)Nc1ccc(F)c(F)c1
  i, -7, i, i, i, i, i, i, -2, i, -8
> COc1ccccc1-n1c(=O)[nH]c2c(C(N)=O)nc(CC(C)C)nc21
  i, -6, i, i, i, i, i, i, 0, i, -15
> COc1cc(Cl)ccc1OCc1cc(C(=O)NCc2cc(C(C)C)no2)no1
  i, -5, i, i, i, i, i, i, 8, i, -21
> Cc1[nH]c2ccccc2c1/C=N/n1cnnc1
  i, 3, i, i, i, i, i, i, 4, i, -1
> CCN1C(Nc2ccccc2)=NC[C@@H]1Cc1ccccc1
  i, 6, i, i, i, i, i, i, -5, i, -1
> Cc1ccc(C(=O)Nc2cccc(Oc3ccccc3)c2)o1
  i, -2, i, i, i, i, i, i, 2, i, -13
> O=C(c1cnn2c(C(F)(F)F)cc(-c3ccc(F)cc3)nc12)N1CCc2ccccc2C1
  i, 62*, i, i, i, i, i, i, 5, i, -12
> Cc1cccc(NC(=O)c2ccc(OC3CSC3)cc2)c1
  i, 9, i, i, i, i, i, i, 1, i, -8
> O=C1CCC(C(=O)N2CCSCC2)CN1CCc1cccc(F)c1 (stereo not given)
  i, 3, i, i, i, i, i, i, -9, i, -5
> CCOc1ccc(C(=O)N2CCc3ccccc32)cc1OCC
  i, ., i, i, i, i, i, i, 6, i, -10
> O=C(NCC1CCCO1)c1cc2c([nH]c3ccccc32)c(-c2ccc(F)cc2)n1 (stereo not given)
  i, 29, i, i, i, i, -12*, i, 0, i, -32
> O=C(COc1ccc2ccccc2c1)Nc1ccc(S(=O)(=O)N2CCCCCC2)cc1
  i, 8, i, i, i, i, i, i, -5, i, -2
> O=C(Oc1c(CN2CCOCC2)cc(Cl)c2cccnc12)c1cccs1
  i, -1, i, i, i, i, i, i, -5, i, -22
> Cc1cc(C)n(-c2nc(NCCCN(C)C)c3c4c(sc3n2)COC(C)(C)C4)n1
  i, 6, i, i, i, i, i, i, -4, i, -12
> CNC(=O)NC(=O)C(C)OC(=O)c1oc2ccccc2c1CSc1ccc(Cl)cc1 (stereo not given)
  i, 24, i, i, i, i, i, i, 2, i, -10
> COc1ccc(-c2csc3ncnc(N4CCN(S(=O)(=O)c5ccccc5C#N)CC4)c23)cc1
  i, 7, i, i, i, i, i, i, 1, i, -7
> Cn1c(C(O)C(O)c2ccccc2)nc2ccccc21 (stereo not given)
  i, -13, i, i, i, i, i, i, 11, i, -5
> O=C(OCc1ccccn1)c1ccc(COc2ccc3ccccc3c2)o1
  -7*, 1, 8*, 25*, i, i, i, -10*, 1, i, -31
> Cc1cccc(NC(=O)CS(=O)(=O)c2cn(C)c3ccccc23)c1C
  i, -6, i, i, i, i, i, i, -13, i, -3
> O=[N+]([O-])c1ccc2nc(-c3ccccc3[N+](=O)[O-])[nH]c2c1
  i, -1, i, i, i, i, i, i, 0, i, -6
> O=C1c2ccccc2OCOc2ccccc21
  i, -1, i, i, i, i, i, i, -8, i, -9
> Cc1ccc(OCC(=O)N(C)CC(=O)N(CC(C)C)c2c(N)n(CC(C)C)c(=O)[nH]c2=O)c(C)c1
  i, -4, i, i, i, i, i, i, 0, i, -19

High-throughput results from PubChem.
